TbMetRS inhib = Trypanosoma brucei MetRS inhibition. actives 0.4% (n = 360,000). purified T. brucei MetRS, ATP depletion, Kinase-Glo luminescence. inhibition, % at 11.9 µM;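 active = inhibition above a per-plate cutoff of the control wells' mean inhibition plus 3 SD, cut at about 5.5% in these data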;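 note: 0% = DMSO wells median and 100% = median of wells with control inhibitor compound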
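Material: T. brucei methionyl-tRNA synthetase, purified; reagent: substrates ATP, L-methionine and bulk Escherichia coli tRNA; dosing: 11.9 µM single point; timing: 15 min plus 2 h at 25 °C; detection: luminescence of leftover ATP; evaluation: % inhibition; control set: DMSO-only wells as low control; replicates: singlicate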
NadD inh = blocks S. aureus nicotinate mononucleotide adenylyltransferase | purified NadD enzyme, colorimetric absorbance read-out | inhibition, % at 20 µM | actives 0.78% (n = 360,000) | AID 602399; in the data active = inhibition above about 26%; note: some compounds past the cut are filed as inactive
DNMT1 inh = inhibitors of human DNMT1; AID 588458; inhibition (reported as % activation of signal), % at 10 µM; DNMT1 molecular beacon, Hinp1I cleavage, fluorescence; actives 0.83% (n = 360,000); in the data active = inhibition above about 50%
STEP block = STEP (human) phosphatase inhibition; P54829; recombinant STEP, OMFP fluorogenic substrate, fluorescence; inhibition, % at 20 µM; actives 0.25% (n = 360,000); AID 588621;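 active = inhibition at 20 µM, scaled per plate between control wells, above about 37%, limit read from the data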;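 note: 0% = DMSO with enzyme and substrate and 100% = substrate only without enzyme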
Target sequence (P54829 whole entry, looked up): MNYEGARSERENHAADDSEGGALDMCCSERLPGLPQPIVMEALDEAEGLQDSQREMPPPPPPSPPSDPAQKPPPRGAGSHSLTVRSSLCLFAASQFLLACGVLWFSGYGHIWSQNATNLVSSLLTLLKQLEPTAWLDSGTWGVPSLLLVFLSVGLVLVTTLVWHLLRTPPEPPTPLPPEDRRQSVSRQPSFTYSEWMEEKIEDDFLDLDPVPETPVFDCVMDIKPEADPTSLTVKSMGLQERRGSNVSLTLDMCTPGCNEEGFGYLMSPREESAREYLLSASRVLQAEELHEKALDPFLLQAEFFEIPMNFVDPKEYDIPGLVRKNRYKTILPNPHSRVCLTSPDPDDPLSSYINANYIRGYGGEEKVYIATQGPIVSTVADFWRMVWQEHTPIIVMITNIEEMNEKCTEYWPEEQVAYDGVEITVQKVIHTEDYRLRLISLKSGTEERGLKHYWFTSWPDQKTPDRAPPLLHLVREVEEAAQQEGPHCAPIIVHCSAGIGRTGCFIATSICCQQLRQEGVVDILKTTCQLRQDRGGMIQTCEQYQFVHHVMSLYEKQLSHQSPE
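System: isolated STEP enzyme; schedule: 20 min enzyme reaction at room temperature, protected from light; medium: Bis-Tris buffer pH 6.0, 2.5 mM DTT, 0.005% Tween 20; signal: fluorescence, 480/540 nm; dosing: single compound dose of 20 µM, 1% DMSO final; also added: OMFP substrate, 25 µM final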
SUMO1 PPI mod = modulators of human SUMO1-mediated protein-protein interactions. P63165. SUMO1 binding to a labelled peptide, TR-FRET, 1 h. inhibition, % at 20 µM. actives 0.33% (n = 360,000); in the data active = inhibition above about 37%
Target sequence (P63165 whole entry, looked up): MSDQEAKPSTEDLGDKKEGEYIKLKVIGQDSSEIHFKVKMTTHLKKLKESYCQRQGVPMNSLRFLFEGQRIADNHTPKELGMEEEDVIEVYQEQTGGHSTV
CSN inh = CSN deneddylation inhibition; inhibition, % at 12.5 µM; actives 0.38% (n = 360,000); Q92905; AID 651999; Purified CSN, SCF-Nedd8-OG deneddylation, fluorescence polarization;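 active = pattern-corrected inhibition above about 35%, with an unprinted fluorescence ratio check between 0.5 and 1.5, limit read from the data, passing the limit was not always enough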;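 note: 0% = enzyme with substrate and 100% = substrate without enzyme; some results filed as inactive read as strong as hits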
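assay system = purified human Csn5 enzyme expressed in HEK293T cells | amount = 0.24 nM enzyme | buffer or medium = Tris/NaCl/DTT buffer, pH 7.5 | reagent = 10 nM SCFSkp2-Nedd8OG | compound = one concentration, 12.5 µM, 0.25% DMSO | times = 90 min reaction at room temperature | signal = FP | read-out basis = % inhibition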
LMPTP block = LMPTP (human) inhibition; P24666; actives 0.22% (n = 360,000); inhibition, % at 20 µM; recombinant LMPTP-A, OMFP fluorogenic substrate, fluorescence intensity;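 active = compounds that cut the enzyme signal by at least half of the control window in the single-dose screen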;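 note: plate controls were DMSO wells with enzyme plus substrate for no effect and substrate without enzyme for full effect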
Target sequence (P24666 whole entry, looked up): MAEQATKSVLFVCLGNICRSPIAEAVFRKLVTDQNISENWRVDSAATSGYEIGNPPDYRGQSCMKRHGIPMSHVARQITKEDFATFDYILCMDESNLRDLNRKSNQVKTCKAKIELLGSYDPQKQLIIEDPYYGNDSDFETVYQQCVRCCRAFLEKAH
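material = LMPTP-A | quantity = 0.625 nM enzyme | reagent = OMFP substrate, 400 µM final | buffer or medium = Bis-Tris pH 6.0, DTT, detergent | detection = endpoint fluorescence intensity from OMFP dephosphorylation | dosing = single 20 µM dose | read-out basis = % inhibition relative to no-enzyme and uninhibited control wells | control set = no-enzyme and uninhibited controls | timing = 50 min at room temperature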
MsrA inhibitor = bovine MsrA inhibition. purified bovine MsrA, absorbance read-out. inhibition, % at 15.5 µM. actives 0.75% (n = 360,000). AID 651718; in the data active = inhibition above about 4.5%;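 note: 0% = vehicle wells with enzyme and 100% = reference inhibitor wells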
Rpn11 block = Rpn11 (human) deubiquitinase inhibition | O00487 | human 26S proteasome, Ub4-pepOG fluorescence polarization; 20S core pre-blocked with epoxomicin | calls only at 20 µM | actives 0.59% (n = 360,000) | AID 588493;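 active = inhibition at 20 µM, scaled to each plate's controls, above about 33%, limit read from the data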
Scp-1 inhibitor = Scp-1 (human) phosphatase inhibition | Recombinant Scp1, phosphopeptide, malachite green phosphate absorbance | inhibition, % at 20 µM | actives 0.88% (n = 340,000);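 active = inhibition above about 50% at 20 µM, limit read from the data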;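 note: plate controls were DMSO wells with enzyme for no effect and wells lacking enzyme for full effect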
Target sequence (Q9GZU7 76-261 limits assumed): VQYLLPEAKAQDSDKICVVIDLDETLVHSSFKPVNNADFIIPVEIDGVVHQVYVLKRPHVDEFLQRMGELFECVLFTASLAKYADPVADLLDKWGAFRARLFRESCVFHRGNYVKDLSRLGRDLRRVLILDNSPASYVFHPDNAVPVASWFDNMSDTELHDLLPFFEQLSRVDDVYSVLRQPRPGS
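Test system – truncated SCP-1 phosphatase (76-261aa) · Reagent – Phosphorylated 17-residue peptide substrate · Incubation – 45 min room-temperature reaction, 5 min colour, 30 min stabiliser · Detection – colorimetric phosphate reagent with accelerator and stabiliser, absorbance at 630 nm · Measure – % inhibition at 20 µM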
Starred values were filed as active, the others as inactive.

For CCOC(=O)C1=C(C)N(c2ccc(C)cc2)C(=O)/C1=C\c1ccc(O)c(OC)c1 the results were TbMetRS inhib -0.8, NadD inh -5, DNMT1 inh -1, STEP block 4, SUMO1 PPI mod -11, CSN inh 2, LMPTP block 0.2, MsrA inhibitor 0.3, Rpn11 block inactive and Scp-1 inhibitor -16.
For COc1ccc(OC)c(NC(=O)CCNS(=O)(=O)c2ccc3c(c2)oc(=O)n3C)c1 the results were TbMetRS inhib -0.9, NadD inh 0, DNMT1 inh -3, STEP block -1, SUMO1 PPI mod 2, CSN inh -1, LMPTP block -1.8, MsrA inhibitor 1.1, Rpn11 block inactive and Scp-1 inhibitor 9.
O=C(COc1ccccc1)N=C1SC2CS(=O)(=O)CC2N1c1ccc(F)cc1F (centres undefined) was read as TbMetRS inhib 0.6, NadD inh -5, DNMT1 inh 3, STEP block 0, SUMO1 PPI mod -3, CSN inh -3, LMPTP block -0.6, MsrA inhibitor 0.6, Rpn11 block inactive and Scp-1 inhibitor -6.
`Cc1ccc(-c2noc(C3CCCN(C(=O)c4cccc([N+](=O)[O-])c4)C3)n2)o1` (centres undefined) gave TbMetRS inhib -0.3, NadD inh 5, DNMT1 inh -3, STEP block -1, SUMO1 PPI mod -21, CSN inh 2, LMPTP block 0.2, MsrA inhibitor -1.4, Rpn11 block inactive and Scp-1 inhibitor -4.
CCCCC(CC)CNC(=O)c1[nH]c(C)c(C(C)=O)c1C (centres undefined) was read as TbMetRS inhib -0.2, NadD inh 1, DNMT1 inh 1, STEP block -2, SUMO1 PPI mod -3, CSN inh -1, LMPTP block 0.1, MsrA inhibitor -1.4, Rpn11 block inactive and Scp-1 inhibitor 4.
O=S1(=O)CCN2C(=N1)Sc1c2ccc2c1CCCC2 was read as TbMetRS inhib 0.6, NadD inh 0, DNMT1 inh -10, STEP block 1, SUMO1 PPI mod 4, CSN inh -1, LMPTP block 0.7, MsrA inhibitor 2.4, Rpn11 block inactive and Scp-1 inhibitor -7.
Screening Nc1cc(S(=O)(=O)N2CCOCC2)ccc1N1CCOCC1 returned TbMetRS inhib -0.1, NadD inh -4, DNMT1 inh -1, STEP block 0, SUMO1 PPI mod 1, CSN inh -3, LMPTP block -1.5, MsrA inhibitor -0.2, Rpn11 block inactive and Scp-1 inhibitor -2.
CCc1ccc(N(C(=O)c2ccco2)C(C(=O)NC2CCCC2)c2cccnc2)cc1 (centres undefined) was read as TbMetRS inhib -0.8, NadD inh -3, DNMT1 inh 0, STEP block -1, SUMO1 PPI mod 3, CSN inh -3, LMPTP block -0.6, MsrA inhibitor 0.2, Rpn11 block inactive and Scp-1 inhibitor -4.
NC(N)=N/N=C/c1ccc(OCc2ccc(Cl)cc2Cl)cc1 was read as TbMetRS inhib 0.6, NadD inh 19, DNMT1 inh -36, STEP block 22, SUMO1 PPI mod 27, CSN inh 19, LMPTP block 2.5, MsrA inhibitor 2.5, Rpn11 block active and Scp-1 inhibitor 5.
Screening O=C(CCc1ccccc1O)NC1CCCc2ccccc21 (centres undefined) returned TbMetRS inhib -0.3, NadD inh -2, DNMT1 inh -4, STEP block -1, SUMO1 PPI mod -2, CSN inh 2, LMPTP block -1.3, MsrA inhibitor -0.2, Rpn11 block inactive and Scp-1 inhibitor -1.
For CC(=O)Nc1sc2c(c1C(c1cccc(Cl)c1)N1CCN(CCO)CC1)CCCC2 (centres undefined) the results were TbMetRS inhib 0.6, NadD inh -3, DNMT1 inh -1, STEP block -2, SUMO1 PPI mod 0, CSN inh -2, LMPTP block -0.8, MsrA inhibitor 0.4, Rpn11 block inactive and Scp-1 inhibitor -4.
Cc1ccccc1C(=O)c1cccn1CC(=O)NCCCN1CCc2ccccc2C1 was read as TbMetRS inhib 0.0, NadD inh -6, DNMT1 inh -1, STEP block -2, SUMO1 PPI mod -3, CSN inh -1, LMPTP block -1.0, MsrA inhibitor 0.3, Rpn11 block inactive and Scp-1 inhibitor -8.
`Cc1ccc(NC(=O)C2CC(=O)N(Cc3ccco3)C2)cc1` (centres undefined) gave TbMetRS inhib -0.3, NadD inh 1, DNMT1 inh 0, STEP block -3, SUMO1 PPI mod 2, CSN inh -1, LMPTP block -1.3, MsrA inhibitor 0.4, Rpn11 block inactive and Scp-1 inhibitor 3.
`Cn1c(NC(=O)C[n+]2cc(-c3ccc(Cl)c(Cl)c3)n3c2CCC3)cc(=O)n(C)c1=O` gave TbMetRS inhib -0.1, NadD inh -4, DNMT1 inh 5, STEP block -3, SUMO1 PPI mod 1, CSN inh -1, LMPTP block -0.8, MsrA inhibitor -0.8, Rpn11 block inactive and Scp-1 inhibitor 0.
For CCOC(=O)C(C)Oc1cc(Cl)c(C=O)cc1OC (centres undefined) the results were TbMetRS inhib -0.3, NadD inh 5, DNMT1 inh -1, STEP block 0, SUMO1 PPI mod -1, CSN inh -6, LMPTP block 0.5, MsrA inhibitor 1.5, Rpn11 block inactive and Scp-1 inhibitor 19.
For CCCCS(=O)(=O)NC1=NCN(CC)CN1 the results were TbMetRS inhib -0.5, NadD inh 1, DNMT1 inh 4, STEP block -1, SUMO1 PPI mod 4, CSN inh -2, LMPTP block -0.6, MsrA inhibitor -1.3, Rpn11 block inactive and Scp-1 inhibitor -3.
For COC(=O)c1cc(S(=O)(=O)NCC2CCN(Cc3cccc(F)c3)CC2)cn1C the results were TbMetRS inhib -0.7, NadD inh -2, DNMT1 inh 2, STEP block 1, SUMO1 PPI mod 0, CSN inh 1, LMPTP block -3.8, MsrA inhibitor 0.8, Rpn11 block inactive and Scp-1 inhibitor -2.
`CC(=O)Oc1c(Br)cc(N(C(C)=O)S(=O)(=O)c2ccccc2)c2ccccc12` gave TbMetRS inhib -1.2, NadD inh 19, DNMT1 inh -23, STEP block -1, SUMO1 PPI mod 2, CSN inh 5, LMPTP block -0.1, MsrA inhibitor -0.1, Rpn11 block inactive and Scp-1 inhibitor -1.
O=C(Nc1c(C(=O)Nc2cccc(F)c2)oc2ccccc12)c1ccc2c(c1)OCO2 was read as TbMetRS inhib -1.5, NadD inh 12, DNMT1 inh -7, STEP block 0, SUMO1 PPI mod 16, CSN inh 2, LMPTP block 0.9, MsrA inhibitor 0.7, Rpn11 block inactive and Scp-1 inhibitor 1.
Screening Cc1cccc(C)c1-c1ccc(CN2C(CC(C)C)C(=O)N(Cc3cn(CCO)nn3)CCS2(=O)=O)cc1 (centres undefined) returned TbMetRS inhib -0.2, NadD inh -12, DNMT1 inh -29, STEP block -3, SUMO1 PPI mod 25, CSN inh 1, LMPTP block 3.5, MsrA inhibitor 0.1, Rpn11 block inactive and Scp-1 inhibitor -20.

3 entries drawn at random from those above:
For COc1ccc(OC)c(NC(=O)CCNS(=O)(=O)c2ccc3c(c2)oc(=O)n3C)c1 the results were TbMetRS inhib -0.9, NadD inh 0, DNMT1 inh -3, STEP block -1, SUMO1 PPI mod 2, CSN inh -1, LMPTP block -1.8, MsrA inhibitor 1.1, Rpn11 block inactive and Scp-1 inhibitor 9.
For CCOC(=O)C(C)Oc1cc(Cl)c(C=O)cc1OC (centres undefined) the results were TbMetRS inhib -0.3, NadD inh 5, DNMT1 inh -1, STEP block 0, SUMO1 PPI mod -1, CSN inh -6, LMPTP block 0.5, MsrA inhibitor 1.5, Rpn11 block inactive and Scp-1 inhibitor 19.
`Cc1ccc(-c2noc(C3CCCN(C(=O)c4cccc([N+](=O)[O-])c4)C3)n2)o1` (centres undefined) gave TbMetRS inhib -0.3, NadD inh 5, DNMT1 inh -3, STEP block -1, SUMO1 PPI mod -21, CSN inh 2, LMPTP block 0.2, MsrA inhibitor -1.4, Rpn11 block inactive and Scp-1 inhibitor -4.

The list continues.
`CCOc1ccc(NC(=S)Nc2ccc(OC(F)(F)F)cc2)cc1` gave TbMetRS inhib -0.7, NadD inh 0, DNMT1 inh 2, STEP block 3, SUMO1 PPI mod 2, CSN inh -3, LMPTP block 1.4, MsrA inhibitor -0.7, Rpn11 block inactive and Scp-1 inhibitor -1.
`CC1(C)OC(=O)C(=CNCC(O)c2ccccc2)C(=O)O1` (centres undefined) gave TbMetRS inhib -0.7, NadD inh 4, DNMT1 inh 6, STEP block 5, SUMO1 PPI mod -4, CSN inh 1, LMPTP block -0.8, MsrA inhibitor 0.9, Rpn11 block inactive and Scp-1 inhibitor -9.
Screening CCC(=O)N1CCc2cc(Br)cc(S(=O)(=O)N(C)c3ccc(OC)cc3)c21 returned TbMetRS inhib -0.8, NadD inh -7, DNMT1 inh -1, STEP block 5, SUMO1 PPI mod 3, CSN inh 6, LMPTP block 0.8, MsrA inhibitor -1.0, Rpn11 block inactive and Scp-1 inhibitor -6.
For O=C(CN1CCN(S(=O)(=O)N2CCCCC2)CC1)Nc1ccc(Br)cc1 the results were TbMetRS inhib 0.3, NadD inh -1, DNMT1 inh 0, STEP block 1, SUMO1 PPI mod 4, CSN inh -3, LMPTP block -0.9, MsrA inhibitor 0.7, Rpn11 block inactive and Scp-1 inhibitor -7.
CCCCn1c(N)c(N(CCOC)C(=O)c2ccc(-c3ccc(Cl)cc3)o2)c(=O)[nH]c1=O was read as TbMetRS inhib -0.6, NadD inh -2, DNMT1 inh -5, STEP block 0, SUMO1 PPI mod -4, CSN inh 1, LMPTP block 1.3, MsrA inhibitor 0.8, Rpn11 block inactive and Scp-1 inhibitor 2.
Screening COc1ccc(S(=O)(=O)Cc2ccc(C(=O)N3CCN(c4cc(C)ccc4C)CC3)o2)cc1 returned TbMetRS inhib -0.2, NadD inh -2, DNMT1 inh -6, STEP block 0, SUMO1 PPI mod 3, CSN inh -1, LMPTP block 1.1, MsrA inhibitor -0.9, Rpn11 block inactive and Scp-1 inhibitor -3.
`O=[N+]([O-])c1ccc(OS(=O)(=O)Cc2ccccc2)cc1` gave TbMetRS inhib -0.2, NadD inh -6, DNMT1 inh 7, STEP block -1, SUMO1 PPI mod -21, CSN inh 4, LMPTP block 1.1, MsrA inhibitor 2.2, Rpn11 block inactive and Scp-1 inhibitor -9.
Screening CC(C)(C)NC(=O)C(c1c[nH]c2ccccc12)N(C(=O)Cn1nnc(-c2ccc(Cl)cc2)n1)c1ccccc1F (centres undefined) returned TbMetRS inhib -0.1, NadD inh 14, DNMT1 inh -8, STEP block 7, SUMO1 PPI mod 2, CSN inh -1, LMPTP block 2.9, MsrA inhibitor 0.3, Rpn11 block inactive and Scp-1 inhibitor -9.

Screening data from PubChem BioAssay.
